# Screens (PubChem BioAssay)
# TbMetRS inhib: T. brucei MetRS inhibitors, primary screen, biochemical, luminescence; methionyl-tRNA synthetase (Trypanosoma brucei brucei); inhibition, % at 11.9 µM; purified T. brucei MetRS, ATP depletion, Kinase-Glo luminescence; actives 0.4% (n = 360,000);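 active means inhibition above a per-plate cutoff of the control wells' mean inhibition plus 3 SD, cut at about 5.5% in these data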;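 further: 0% = DMSO wells median and 100% = median of wells with control inhibitor compound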
#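 Dosing: 11.9 µM single point; system: parasite MetRS enzyme; technique: luminescence of leftover ATP; times: 15 min enzyme-compound preincubation, 2 h reaction, 10 min detection, 25 °C; replicates: each compound tested once; read-out basis: percent inhibition relative to median high and low control wells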
# Rpn11 inh: Rpn11 (PSMD14) deubiquitinase inhibitors, primary screen, biochemical, fluorescence polarization, uHTS; 26S proteasome non-ATPase regulatory subunit 14 (Homo sapiens), O00487; human 26S proteasome, Ub4-pepOG fluorescence polarization; 20S core pre-blocked with epoxomicin; calls only at 20 µM; actives 0.59% (n = 360,000); AID 588493, 2011;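 active means inhibition at 20 µM, scaled to each plate's controls, above about 33%, limit read from the data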
# DNMT1 block: human DNMT1 methyltransferase inhibitors, primary screen, biochemical, molecular beacon, fluorescence, HinP1I cleavage, uHTS | DNA (cytosine-5)-methyltransferase 1 (Homo sapiens), P26358 | inhibition (reported as % activation of signal), % at 10 µM | actives 0.83% (n = 360,000) | AID 588458, 2011; in the data active means inhibition above about 50%
# Scp1 inh: Scp-1 phosphatase inhibitors, primary screen, biochemical, colorimetric, uHTS | Carboxy-terminal domain RNA polymerase II polypeptide A small phosphatase 1 (Homo … | Recombinant Scp1, phosphopeptide, malachite green phosphate absorbance | inhibition, % at 20 µM | actives 0.88% (n = 340,000) | AID 493091, 2011;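 active means inhibition above about 50% at 20 µM, limit read from the data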;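 further: plate controls were DMSO wells with enzyme for no effect and wells lacking enzyme for full effect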
#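 Test system: SCP-1 phosphatase catalytic domain, residues 76-261 | Compound dosing: One concentration, 20 µM, with 1.0% DMSO | Schedule: 45 min room-temperature reaction, 5 min colour, 30 min stabiliser | Detection: Absorbance at 630 nm | Read-out basis: % inhibition of SCP-1 phosphate liberation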
# CSN inh: inhibitors of CSN-mediated cullin deneddylation, primary screen, biochemical, fluorescence polarization, uHTS; COP9 signalosome complex subunit 5 (Homo sapiens), Q92905; Purified CSN, SCF-Nedd8-OG deneddylation; inhibition, % at 12.5 µM; actives 0.38% (n = 360,000);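 active means pattern-corrected inhibition above about 35%, with an unprinted fluorescence ratio check between 0.5 and 1.5, limit read from the data, passing the limit was not always enough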;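 further: 0% = enzyme with substrate and 100% = substrate without enzyme; some results filed as inactive read as strong as hits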
# Target sequence (Q92905 whole entry, looked up, one chain of several): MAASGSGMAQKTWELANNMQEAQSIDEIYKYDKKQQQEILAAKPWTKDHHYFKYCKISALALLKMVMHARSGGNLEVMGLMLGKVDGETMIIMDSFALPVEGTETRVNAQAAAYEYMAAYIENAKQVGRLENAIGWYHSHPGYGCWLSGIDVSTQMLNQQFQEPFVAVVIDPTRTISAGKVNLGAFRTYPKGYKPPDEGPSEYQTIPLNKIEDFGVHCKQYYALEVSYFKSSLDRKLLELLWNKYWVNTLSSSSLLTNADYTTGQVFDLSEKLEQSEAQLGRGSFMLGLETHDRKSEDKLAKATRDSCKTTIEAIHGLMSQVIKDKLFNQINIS
#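 Test system: Human Csn5 produced in HEK293T cells | Compound: 12.5 µM single point | Times: 90 min, room temperature | Signal: Fluorescence polarization readout | Read-out basis: % inhibition of substrate cleavage by Csn5 | Controls: no-enzyme wells high, enzyme-with-substrate wells low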
# LMPTP block: LMPTP phosphatase inhibitors, primary screen, biochemical, fluorescence intensity, uHTS. AID 651560, 2012. recombinant LMPTP-A, OMFP fluorogenic substrate. Low molecular weight phosphotyrosine protein phosphatase (Homo sapiens), P24666. actives 0.22% (n = 360,000). inhibition, % at 20 µM;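 active means compounds that cut the enzyme signal by at least half of the control window in the single-dose screen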;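 further: plate controls were DMSO wells with enzyme plus substrate for no effect and substrate without enzyme for full effect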
# Target sequence (P24666 whole entry, looked up): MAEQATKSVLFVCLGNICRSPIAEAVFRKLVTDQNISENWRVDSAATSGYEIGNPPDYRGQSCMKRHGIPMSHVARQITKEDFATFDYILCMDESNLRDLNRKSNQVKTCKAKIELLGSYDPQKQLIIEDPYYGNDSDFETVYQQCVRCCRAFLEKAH
#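 material = LMPTP-A | quantity = 0.625 nM enzyme | reagent = OMFP substrate, 400 µM final | buffer or medium = Bis-Tris pH 6.0, DTT, detergent | detection = endpoint fluorescence intensity from OMFP dephosphorylation | dosing = single 20 µM dose | read-out basis = % inhibition relative to no-enzyme and uninhibited control wells | control set = no-enzyme and uninhibited controls | timing = 50 min at room temperature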
# NadD inh: inhibitors of S. aureus NadD, primary screen, biochemical, colorimetric, uHTS. inhibition, % at 20 µM. actives 0.78% (n = 360,000). AID 602399, 2012. purified NadD enzyme, colorimetric absorbance read-out; in the data active means inhibition above about 26%; further: some compounds past the cut are filed as inactive
# STEP inh: STEP phosphatase inhibitors, primary screen, biochemical, fluorescence intensity, uHTS; Tyrosine-protein phosphatase non-receptor type 5 (Homo sapiens), P54829; recombinant STEP, OMFP fluorogenic substrate; inhibition, % at 20 µM; actives 0.25% (n = 360,000);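 active means inhibition at 20 µM, scaled per plate between control wells, above about 37%, limit read from the data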;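 further: 0% = DMSO with enzyme and substrate and 100% = substrate only without enzyme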
# Target sequence (P54829 whole entry, looked up): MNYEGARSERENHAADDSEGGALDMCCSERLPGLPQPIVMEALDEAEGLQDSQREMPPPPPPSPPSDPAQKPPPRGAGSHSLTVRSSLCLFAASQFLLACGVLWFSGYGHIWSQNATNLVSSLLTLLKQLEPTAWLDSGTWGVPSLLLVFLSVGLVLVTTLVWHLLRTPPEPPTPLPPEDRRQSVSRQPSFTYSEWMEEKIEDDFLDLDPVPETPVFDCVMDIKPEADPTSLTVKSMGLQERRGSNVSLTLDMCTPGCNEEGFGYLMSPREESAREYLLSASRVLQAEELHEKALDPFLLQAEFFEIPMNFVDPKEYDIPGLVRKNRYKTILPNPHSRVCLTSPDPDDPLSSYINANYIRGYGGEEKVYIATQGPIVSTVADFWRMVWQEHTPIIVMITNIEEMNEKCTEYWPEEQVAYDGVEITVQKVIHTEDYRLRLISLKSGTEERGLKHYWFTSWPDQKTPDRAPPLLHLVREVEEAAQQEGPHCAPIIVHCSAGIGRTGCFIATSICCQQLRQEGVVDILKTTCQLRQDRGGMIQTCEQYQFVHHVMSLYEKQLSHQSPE
#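 Also added – OMFP at 25 µM · Test system – STEP tyrosine phosphatase · Technique – FITC-channel fluorescence of OMFP product · Schedule – 20 min at room temperature, dark · Evaluation – control-normalized % inhibition with plate pattern correction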
# SUMO1 PPI mod: modulators of SUMO1 protein-protein interactions, primary screen, biochemical, uHTS; SUMO1 binding to a labelled peptide, TR-FRET, 1 h; inhibition, % at 20 µM; actives 0.33% (n = 360,000); AID 602429, 2012; in the data active means inhibition above about 37%
# MsrA inh: bovine MsrA enzyme inhibitors, primary screen, biochemical, absorbance, HTS; purified bovine MsrA, absorbance read-out; inhibition, % at 15.5 µM; actives 0.75% (n = 360,000); AID 651718, 2012; in the data active means inhibition above about 4.5%;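 further: 0% = vehicle wells with enzyme and 100% = reference inhibitor wells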
# * = called active by the depositor; i = inactive; . = not tested or not shown. Compounds were not picked by outcome; overall some 3.9% were active at least once.
SMILES,TbMetRS inhib,Rpn11 inh,DNMT1 block,Scp1 inh,CSN inh,LMPTP block,NadD inh,STEP inh,SUMO1 PPI mod,MsrA inh
CCOc1ccc(C(=O)NC(C(=O)NCc2ccccc2OC)C(C)C)cc1 (configuration not stated),-0.8,i,-0.1,6.2,4.0,0.7,6.0,-3.0,-1.8,2.1
CCOc1ccc(/C=C2\NC(=S)NC2=O)cc1,-1.1,i,-1.7,-2.0,-2.0,-4.6,-4.9,1.7,-36.1,3.2
COc1ccc(S(=O)(=O)Nc2cccc3c2O[C@H](CN(C)Cc2ccncc2)[C@@H](C)CN([C@H](C)CO)C3=O)cc1,0.2,i,3.4,-14.5,-0.4,-1.6,0.7,0.2,0.4,-0.3
N=C1/C(=C/c2cccn2Cc2ccc(Cl)cc2)C(=O)N=C2SC=CN12,-1.3,i,11.1,5.5,8.0,3.0,13.2,-5.3,-1.5,-0.1
CCC[N+](C)(C)C(C)C(OC(C)=O)c1ccccc1 (configuration not stated),-0.2,i,1.6,31.9,2.4,-0.1,20.2,1.8,23.5,0.0
C=CCNC(=O)c1ccc(C2SCC(=O)N2Cc2ccccc2)cc1 (configuration not stated),-0.2,i,-3.8,-1.4,4.2,-0.4,-2.3,-1.7,-3.1,-0.5
O=C(C[C@H]1C[C@H](C(=O)N2CCOCC2)[C@@]2(CCC3CCCC3)c3[nH]c4cc(-c5ccco5)ccc4c3CCN2C1=O)NCCc1ccccn1,-0.4,i,-26.9,6.5,8.0,-3.2,-3.9,3.1,-2.9,-0.5
COc1cc2c(cc1OC)C(c1ccc([N+](=O)[O-])cc1)NCC2 (configuration not stated),-0.7,i,-0.6,0.8,6.6,-1.9,-2.0,1.5,-30.1,1.1
c1ccc(-n2cc(CN3CCCC3)c(-c3ccc4c(c3)OCO4)n2)cc1,0.5,i,-1.6,-12.1,-8.3,-0.9,-7.9,1.1,-3.6,0.4
O=C(CCOc1ccccc1)Nc1ccnn1C1CCN(Cc2ccc(CO)o2)CC1,0.4,i,0.0,-7.2,4.4,-1.8,-4.6,0.1,-2.3,-0.1
COc1ccc(/C=C/C(=O)NCC(c2ccc(F)cc2)N2CCOCC2)cc1OC (configuration not stated),-1.1,i,3.7,-2.5,9.2,0.2,1.3,0.2,-16.1,1.0
c1ccc(CSc2nnnn2-c2cccc3ccccc23)nc1,-0.2,i,3.0,-8.1,0.4,0.7,7.4,2.6,-2.1,-0.7
CCC(C)NC(=O)NCc1ccccc1F (configuration not stated),-0.4,i,0.2,-7.0,7.6,0.2,-4.6,1.0,-1.3,-1.6
O=C(CCC(=O)Nc1ccccc1Cl)NNC(=O)c1ccccc1[N+](=O)[O-],-0.6,i,-0.2,-10.6,-2.3,-0.3,-0.4,1.7,-11.3,1.2
COc1ccc(S(=O)(=O)N2CCN(C(=O)C3CCCCC3)CC2)cc1,-0.6,i,2.3,-7.1,-2.9,-0.1,1.4,-1.7,1.1,-0.1
C=CCN(CC=C)C(=O)CN1C(=O)c2ccccc2C1=O,-2.3,i,8.0,-3.7,5.4,-1.4,0.9,-0.7,-8.9,2.3
O=c1[nH]c(=O)n2ncnc2[nH]1,-0.4,i,-3.9,.,-4.7,-3.1,-2.1,1.8,0.2,0.0
COc1ccccc1NC(=O)C(C)Sc1nc(-c2ccccc2)cn1N (configuration not stated),-0.3,i,-5.0,-9.8,-1.3,-0.2,2.9,0.8,3.2,-1.2
CCCCn1nnnc1NCc1ccc(OC)c(OC)c1,-1.0,i,2.0,4.9,-1.6,0.2,-4.8,0.1,-6.7,-0.9
O=C(O)CCc1ccc(-c2cccs2)o1,-1.1,i,21.0,17.7,14.4,0.6,6.3,1.9,4.4,.
OCC1(CCOc2ccccc2)CCN(Cc2ccc(OC(F)F)cc2)CC1,-0.7,i,6.5,3.0,0.0,-1.3,-9.8,-2.8,8.8,0.5
CN(C)S(=O)(=O)c1cc(NC(=O)CN2CCN(c3ccc(O)cc3)CC2)ccc1Cl,-0.6,i,-1.3,-7.1,-3.0,0.1,-9.3,0.4,1.9,-0.5
CCCNC(=S)N1CCC(NC(=O)C23CC4CC(CC(C4)C2)C3)CC1,-0.2,i,1.4,2.8,2.4,-2.0,-3.2,4.5,-2.1,1.5
COc1ccc([N+](=O)[O-])cc1NC(=O)CSCc1ccccc1,-0.3,i,2.4,-10.3,1.9,0.9,-9.7,-3.7,-9.7,0.0
Cc1ccccc1OCc1csc(N)n1,-0.3,i,-9.1,-9.4,3.3,0.0,-5.8,-0.9,3.9,1.3

# Next section (2 carried over from the part before).
SMILES,TbMetRS inhib,Rpn11 inh,DNMT1 block,Scp1 inh,CSN inh,LMPTP block,NadD inh,STEP inh,SUMO1 PPI mod,MsrA inh
COc1ccc([N+](=O)[O-])cc1NC(=O)CSCc1ccccc1,-0.3,i,2.4,-10.3,1.9,0.9,-9.7,-3.7,-9.7,0.0
Cc1ccccc1OCc1csc(N)n1,-0.3,i,-9.1,-9.4,3.3,0.0,-5.8,-0.9,3.9,1.3
COc1ccc(/C=C(\NC(=O)c2ccc(Cl)cc2)C(=O)NCc2cccnc2)cc1OC,-0.1,i,0.9,.,5.2,-1.5,2.9,2.1,-9.0,1.6
COc1cccc(N2C(=O)C(c3ccccc3)=C(c3nc4ccccc4s3)C2NC(C)=O)c1 (configuration not stated),0.3,i,-7.2,-13.1,0.6,0.5,4.7,4.0,-8.4,-0.7
Cc1ccc(C2=NN(C(=O)CSc3nnnn3C)C(c3ccco3)C2)cc1 (configuration not stated),0.0,i,0.9,-7.3,-1.6,-0.7,2.2,2.8,-6.2,-0.4
COCCNc1ccc(-c2nn(C)c(=O)c3ccccc23)cc1[N+](=O)[O-],-0.7,i,3.6,-10.9,14.1,0.1,-5.9,-0.3,-40.9,-0.3
CSc1ccc(CNCCN2CCOCC2)cc1,-0.5,i,1.5,-4.6,1.7,-2.3,-5.2,-0.9,2.9,0.0
Cn1cc(/C=C(\C(=O)O)C(C(=O)O)=C2CCCCC2)c2ccccc21,-0.1,i,-2.2,13.1,-14.9,-0.4,5.6,-1.2,4.5,-0.6
O=C(N/N=C/c1ccccc1O)C(=O)Nc1ccccn1,-0.4,i,-0.6,-11.8,-0.7,-0.2,-13.6,-0.1,-10.1,0.7
CCOC(=O)C1(Cc2ccccc2C(F)(F)F)CCN(C2CCCC2)CC1,-0.7,i,2.3,0.2,2.1,-0.4,-9.7,3.2,2.5,-1.1
Cc1ccc(C(=O)COC(=O)CCc2ccc(S(=O)(=O)N3CCCCC3)cc2)cc1,0.1,i,8.8,-5.5,-5.0,0.9,11.9,1.3,26.9,-0.4
COc1cccc(CN2CC(C(=O)NCCN3CCOC3=O)CCC2=O)c1 (configuration not stated),-0.7,i,0.2,-3.1,1.4,0.3,2.5,0.6,-4.4,-0.4
Cc1cccc(C)c1NC(=O)CSc1nnc(NC(=O)CN2CCOCC2)s1,-0.8,i,4.2,5.2,0.0,-0.1,4.1,-0.3,0.5,-1.4
CC(=N/O)/C(C)=N\NC(=O)c1ccccn1,-0.9,i,-0.1,2.2,5.8,0.3,0.2,-2.2,-0.3,0.4
CC(C)NC(=O)c1cccc(NC(=O)CC2SC(N3CCCCC3)=NC2=O)c1 (configuration not stated),-0.2,i,0.6,-4.9,-2.1,0.0,1.6,-1.3,5.3,0.3
CCOC(=O)c1cnn(-c2ccccc2)c1-n1cccc1C(=O)C(=O)Nc1ccccc1C(F)(F)F,-0.4,i,-5.7,-16.5,2.0,3.4,-9.9,5.9,-4.1,2.4
CC(CCc1ccccc1)NC(=O)CCC(=O)N1CCC(C(N)=O)CC1 (configuration not stated),-0.5,i,-4.7,-4.7,4.5,-1.7,2.2,0.7,3.4,-0.5
O=C1c2cc([N+](=O)[O-])ccc2-c2cc(Br)c(N=C(NO)C(F)(F)F)cc21,0.0,.,-3.9,-7.7,11.7,2.1,13.2,-0.8,-31.3,0.2
COc1ccc(C)cc1NC(=O)C(c1ccccc1)N1CCN(CC(=O)N2CCCC2)CC1 (configuration not stated),-0.3,i,0.9,-6.9,3.1,-0.5,-1.9,1.2,4.2,-0.3
O=C(NCCO)C(=O)Nc1cc2c3c(c1)CCC(=O)N3CCC2,-0.2,i,0.6,-11.0,4.7,0.0,-0.3,-3.5,1.2,-0.9
CCOc1cc(C2NN=C(c3ccc(C)cc3)S2)ccc1O (configuration not stated),-0.6,i,2.7,-14.2,2.8,2.2,-11.9,3.8,-7.4,3.4
CN(C)c1ccc(/C=N/NC(=O)c2ccc(-n3cnnn3)cc2)cc1,-0.4,i,-3.2,-4.3,-4.2,-0.3,7.2,0.8,-7.8,1.9
CCOC(=O)C1=C(C)N(C)C(=O)C1CC(=O)O (configuration not stated),-1.6,i,1.6,4.7,0.6,-0.7,-1.8,-1.7,-2.8,1.1
COCC(=O)Nc1ccc(S(=O)(=O)Nc2onc(C)c2C)cc1,-0.1,i,4.1,.,-3.5,-1.9,-2.8,-3.7,4.7,1.0
O=C(CN1CCC(C(=O)c2ccc3c(c2)OCCO3)CC1)NC1CCCC1,-0.8,i,-0.5,-6.5,-1.8,-2.0,-5.6,-2.3,-0.8,-0.2
CCCC(C)C(=O)N(Cc1ccccc1)c1ccccn1 (configuration not stated),-0.8,i,-3.0,2.5,6.0,-0.4,4.2,-0.4,-2.7,0.2
COc1ccc(-c2nnc(SCCC(=O)O)n2C)cc1OC,-0.8,i,1.6,-11.9,-1.0,-1.4,-3.9,2.3,-2.0,-0.2
O=C(Nc1ccc2c(c1)N(Cc1ccccc1)C(=O)c1ccccc1S2)NC1CC1,4.6,i,-9.1,-8.5,4.2,1.5,2.2,-6.5,2.4,0.9
CC(=O)Nc1cccc(NC(=O)COc2ccc3c(c2)OCO3)c1,-1.0,i,3.6,4.2,0.0,-0.6,-0.8,-1.1,-1.2,-0.4
